Screens deposited in PubChem by several laboratories.
DAX1 inh-1: DAX1 (NR0B1) inhibitors, primary screen, cell-based, HEK293, Gal4-DAX1, luciferase luminescence. Nuclear receptor subfamily 0 group B member 1 (Homo sapiens), P51843. HEK293 Gal4-DAX1 luciferase reporter. inhibition, % at 6.75 µM. 340,000 compounds, 0.99% hits. AID 504766, 2011;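 active means inhibition above the mean over all tested compounds plus 3 SD, cut at about 4.2% in these data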;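 further: 0% = DAX1-transfected cells with DMSO and 100% = empty-vector control cells with DMSO; inhibition shows as a rise in luminescence from relieved DAX1 repression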
GC-A act: GC-A stimulated cGMP production enhancers – HEK293 GC-A cells, cGMP TR-FRET, EC30 ANP, primary screen; activation, % at 10 µM; 370,000 compounds, 0.14% hits; AID 1671463, 2021; 0% at EC30 ANP, 100% saturating ANP; Atrial natriuretic peptide receptor 1 (Homo sapiens), P16066; in the data active means activation above about 40%
Target sequence (P16066 whole entry, looked up): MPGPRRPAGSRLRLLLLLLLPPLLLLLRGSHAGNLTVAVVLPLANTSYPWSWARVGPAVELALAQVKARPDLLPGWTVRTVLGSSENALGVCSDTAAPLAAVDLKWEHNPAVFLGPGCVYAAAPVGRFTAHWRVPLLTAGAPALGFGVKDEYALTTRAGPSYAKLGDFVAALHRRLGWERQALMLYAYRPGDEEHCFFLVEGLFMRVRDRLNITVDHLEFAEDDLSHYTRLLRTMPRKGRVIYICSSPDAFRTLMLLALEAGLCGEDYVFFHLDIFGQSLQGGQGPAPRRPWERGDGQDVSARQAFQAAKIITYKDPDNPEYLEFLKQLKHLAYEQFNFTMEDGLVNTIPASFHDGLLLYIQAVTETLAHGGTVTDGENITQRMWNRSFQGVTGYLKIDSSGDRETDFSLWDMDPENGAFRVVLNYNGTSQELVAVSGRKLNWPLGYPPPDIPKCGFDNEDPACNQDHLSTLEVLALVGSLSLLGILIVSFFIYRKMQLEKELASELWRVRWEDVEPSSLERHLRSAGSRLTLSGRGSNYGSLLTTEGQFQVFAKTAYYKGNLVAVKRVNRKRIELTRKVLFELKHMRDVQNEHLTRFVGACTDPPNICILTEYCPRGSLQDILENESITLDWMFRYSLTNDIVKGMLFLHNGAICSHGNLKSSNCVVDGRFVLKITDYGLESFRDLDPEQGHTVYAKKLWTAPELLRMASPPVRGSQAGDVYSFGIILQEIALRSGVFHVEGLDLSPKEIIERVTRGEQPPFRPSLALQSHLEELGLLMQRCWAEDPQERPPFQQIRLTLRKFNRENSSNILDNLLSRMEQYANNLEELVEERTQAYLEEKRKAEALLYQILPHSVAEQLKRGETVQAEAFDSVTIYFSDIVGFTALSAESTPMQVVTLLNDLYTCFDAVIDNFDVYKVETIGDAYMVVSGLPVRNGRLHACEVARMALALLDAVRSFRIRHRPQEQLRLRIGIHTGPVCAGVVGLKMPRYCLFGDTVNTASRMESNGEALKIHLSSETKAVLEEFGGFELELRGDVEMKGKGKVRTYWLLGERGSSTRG
DAX1 inh-2: DAX1 (NR0B1) inhibitors on StAR promoter, primary screen, cell-based, luminescence, SF-1 (NR5A1), full-length DAX-1; HEK293T StAR-luciferase reporter, SF-1/DAX-1 repression relief; inhibition, % at 6.8 µM; 370,000 compounds, 1.1% hits; AID 652010, 2013;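 active means inhibition above the mean over all tested compounds plus 3 SD, cut at about 3.6% in these data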;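 further: 0% = DAX-1 cells with DMSO and 100% = cells lacking DAX-1 with DMSO; higher inhibition means more luminescence from relief of DAX-1 repression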
KLK7 zymogen act: proKLK7 zymogen activators, primary screen, biochemical, fluorescence intensity; purified proKLK7, EDANS-DABCYL substrate fluorescence; 100% is mature enzyme control, 0% vehicle; activation, % at 7 µM; 370,000 compounds, 0.9% hits;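 active means activation above the mean of all tested compounds plus 3 SD, computed per campaign excluding outliers beyond control limits, cut at about 13% in these data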
SMARCA2 act: SMARCA2 (BRM) function activators, primary screen, cell-based, luminescence, high throughput; MG213 cells, MMTV-luciferase reporter, dexamethasone, overnight; activation, % at 9.1 µM; 370,000 compounds, 1% hits; AID 652017, 2013; in the data active means activation above about 7.8%;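 further: 0% = vehicle wells and 100% = reference activator wells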
GC-B act: human GC-B receptor activators, primary screen, HEK293 GC-B cells, cGMP TR-FRET, EC30 CNP | 0% at EC30 CNP, 100% saturating CNP | activation, % at 10 µM | 370,000 compounds, 0.11% hits | Atrial natriuretic peptide receptor 2 (Homo sapiens), P20594 | AID 1920062, 2024;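 active means activation at 10 µM reaching about 35% in either raw or pattern-adjusted values, limit read from the data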
hgDAF-12 ag: H. glycines DAF-12 receptor agonists, primary screen, cell-based, luminescence, HEK293, GAL4 fusion, UAS-luciferase; 370,000 compounds, 1.8% hits; activation, % at 6.8 µM; Nuclear hormone receptor DAF-12 (Heterodera glycines), GAL4 fusion; HEK293 GAL4-hgDAF12 UAS-luciferase reporter, agonist luminescence; normalized to butyrate control;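 active means activation above a cutoff set at the mean of all screened compounds plus 3 SD, cut at about 10% in these data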;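 further: 0% = DMSO wells and 100% = sodium butyrate wells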
GAA850 FXN act: FXN promoter activators, primary screen, cell-based, luciferase luminescence, HEK293 lucGAA850; HEK293 lucGAA850 FXN promoter luciferase reporter, 24 h; percent of 10 µM SAHA response; activation, % at 6 µM; 360,000 compounds, 0.56% hits; AID 540364, 2011;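 active means activation above the average of all compounds screened plus 3 SD, cutoff fixed separately per campaign, cut at about 7.5% in these data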;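 further: 0% = DMSO wells and 100% = 10 µM SAHA wells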
ssDAF-12 act: S. stercoralis DAF-12 nuclear receptor activators, primary screen, cell-based, luminescence, HEK293, GRIP1 co-expression, lit1-tk-luc | Nuclear hormone receptor DAF-12 (Strongyloides stercoralis) | HEK293 ssDAF-12/GRIP1 lit1-tk-luc reporter; % of 3 µM dafachronic acid response | activation, % at 6.8 µM | 370,000 compounds, 1% hits | AID 652126, 2013;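 active means activation above the mean over all tested compounds plus 3 SD, cut at about 0.9% in these data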;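 further: 0% = DMSO-only wells and 100% = 3 µM delta7-dafachronic acid wells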
sPLA2-III inh: human group III sPLA2 inhibitors, primary screen, biochemical, QFRET, BODIPY PC-A2 liposome substrate | QFRET BODIPY PC-A2 liposome hydrolysis, fluorescence | inhibition, % at 12.2 µM | 370,000 compounds, 0.56% hits | AID 743126, 2013;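 active means inhibition above mean plus 3 SD of compounds lying within the high and low control bounds, cut at about 19% in these data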;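 further: 0% = median of test compound wells and 100% = no enzyme DMSO wells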
hcDAF12 agonist: H. contortus DAF-12 nuclear receptor activators, primary screen, cell-based, luminescence, HEK293, lit1-tk-luc reporter; HEK293 hcDAF-12 lit1-tk-luc reporter; 0% DMSO, 100% Δ7-dafachronic acid; activation, % at 6.8 µM; 370,000 compounds, 1.4% hits; AID 652067, 2013;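 active means activation above the mean of all tested compounds plus 3 SD, cut at about 5.5% in these data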;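 further: 100% = response to 3 µM Δ7-dafachronic acid high control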
Starred values were filed as active, the others as inactive; · = no result given.

Each structure is followed by: ssDAF-12 act, hcDAF12 agonist, DAX1 inh-2, DAX1 inh-1, SMARCA2 act, hgDAF-12 ag, sPLA2-III inh, GAA850 FXN act, GC-A act, KLK7 zymogen act, GC-B act
- CC(C)(C)C(=O)NNC(=O)c1ccc(Oc2cc(Cl)cc(Cl)c2)o1
  -0.9, -2.0, 0.1, -0.2, -4, -1.1, 0, 0.1, 7, 0.4, 8
- Cc1cc(NS(=O)(=O)c2ccc(NC(=O)C(C)Oc3ccc4c(C)cc(=O)oc4c3)cc2)no1 (stereo not given)
  -1.1, -0.8, 0.2, 0.8, 2, -0.9, -30, 1.8, 1, 0.0, 1
- COc1c2c(c3c(c1OC)c(=O)c1ccccc1n3C)OCO2
  -0.1, 4.0, -0.1, -0.7, -2, 1.3, 4, 0.5, 0, 3.0, -1
- CC(=O)Nc1cccc(NC(=O)CSc2ccc3nnc(CCNC(=O)c4ccccc4)n3n2)c1
  -0.5, 1.4, -0.7, -1.1, -4, -0.6, 9, 0.5, 1, 0.1, -1
- COc1cccc(-c2nc(CS(=O)(=O)CC(=O)NC3CCC(C)CC3)c(C)o2)c1 (stereo not given)
  -1.2, -1.2, -0.4, 0.3, -4, -4.5, -9, -2.4, -14, 0.3, -8
- CCOC(=O)c1ccccc1NC(=O)c1cn(-c2ccc(C)c(C)c2)c(=O)c2ccccc12
  -0.5, -0.2, 0.4, 0.7, 6, 0.9, 6, 0.3, -2, 0.1, 5
- CCC1CCCCN1CCCNC(=O)CN1C(=O)c2cccnc2Oc2ccc(C)cc21 (stereo not given)
  -1.1, -1.2, 0.6, -0.8, 0, -0.5, 1, -0.9, 1, -0.1, -4
- Cc1ccc(C(=O)N2CCCC(CCC(=O)N3CCN(c4ccccn4)CC3)C2)cc1 (stereo not given)
  -1.0, -4.3, -0.6, -1.1, -2, -5.5, -2, -1.6, 0, -0.4, 7
- O=C(NCc1cccs1)C1CCCN1C(=O)Nc1cccc(F)c1 (stereo not given)
  -0.9, -0.5, -0.3, -0.4, 1, 1.4, -1, -0.4, 1, 0.2, 6
- O=C(Cc1ccc(NC2=NC3CS(=O)(=O)CC3S2)cc1)NCc1ccccc1Cl (stereo not given)
  -1.5, -0.1, -0.2, -0.7, 5, 2.1, 2, -1.3, -2, 0.3, -2
- O=C(NCCN1CCOCC1)c1cc(-c2ccc(Br)cc2)on1
  -1.3, -0.3, 0.0, 1.1, -2, -0.3, 0, -0.8, 13, -0.3, -1
- CCc1nc2sc3ccccc3c(=O)c2c(=O)n1CCOC
  -2.1, -1.1, 0.9, 0.0, 4, -0.8, -3, -0.2, 6, -0.2, 2
- CCOc1ccc(NC(=S)NCc2nc3ccccc3[nH]2)cc1
  -1.0, 0.5, -0.8, -0.8, 3, 0.9, 6, 2.5, -2, 0.1, 3
- N#Cc1c(N)n[nH]c1CCCN
  -1.5, 0.3, -0.1, 0.4, 4, -1.5, -2, 1.6, 0, -0.7, 9
- O=C(NCC1(c2ccccc2)CCCC1)c1ccc(Br)o1
  -2.0, -2.0, -1.0, -2.1, 0, -1.6, -2, -0.5, -14, -0.2, -6
- Cc1cc(C)c(NC(=O)Cc2ccc(-n3cccc3)cc2)c(C)c1
  -1.3, -0.9, 1.2, 0.2, -1, 2.9, -6, 2.5, 2, -0.2, 4
- O=S(=O)(c1ccccc1F)N1CCN(c2nc3ccccc3s2)CC1
  0.1, 2.6, -0.2, ·, -2, 1.8, 6, 5.1, 0, -0.4, -1
- O=C(CN1CCN(Cc2ccccc2)CC1)N1CCCc2c1c(=O)oc1ccc(O)cc21
  -1.5, -0.3, -0.4, -3.2, -2, -0.2, -31, 0.0, -4, 0.2, -7
- CC1=C(C(=O)OC(C)C)C(c2cccs2)N2C(=O)C(C)SC2=N1 (stereo not given)
  -1.3, -1.4, 0.2, -0.9, -1, -0.7, -16, -2.5, -1, 0.2, 3
- Cc1ccc(Cn2nc(C)c3cc(C(=O)OCC(N)=O)sc32)cc1
  -1.0, -0.9, -0.4, 0.7, -3, -0.5, 8, 1.2, 6, 0.3, 11
- Cc1ccccc1CN1CCCCC(NC(=O)c2ccccc2C(F)(F)F)C1=O (stereo not given)
  -1.1, -3.6, -0.8, ·, -2, -5.4, 1, ·, 4, 0.2, 6
- CCC(C)NC(=O)C1CCN(c2nc(C)cc(C)n2)CC1 (stereo not given)
  -0.3, -1.0, -0.1, -0.6, -2, 0.8, 0, 0.6, 2, -0.3, 2
- COc1ccccc1CO/N=C/NC(=O)c1c(OC)ccnc1Oc1ccc(F)cc1
  -1.9, 0.5, -0.1, -0.6, -1, 1.1, -9, -0.2, 2, 0.5, 5
- COc1ccc(C(=O)N2N=C(c3cccc(OC)c3)CC2(O)C(F)(F)F)cc1 (stereo not given)
  -1.7, -1.4, -0.5, -0.4, 1, -0.7, -9, 0.3, -1, 0.3, 4
- CC(SC1=NCCS1)C(=O)Nc1nnc(-c2ccc(F)cc2)s1 (stereo not given)
  -0.9, -0.2, 1.1, 1.0, 2, 6.4, 2, -0.2, 1, -0.2, 0
- CCOC(=O)CN1C(=O)C(=O)N(Cc2ccccc2)C1=O
  -0.9, -1.6, 0.1, 0.9, 2, -1.4, 6, 1.2, 1, -0.2, 5
- Cc1cc(C)n2nc(SCC(=O)N(C)c3ccccc3)nc2n1
  -1.7, -2.2, 0.3, 0.6, 1, 0.7, 2, -2.4, 2, 0.1, 4
- Clc1cc(-c2ccccc2)nc(-c2ccccc2)n1
  -1.4, -0.7, -0.1, 0.2, 0, 1.5, 6, -1.2, 9, -0.9, -3
- Cc1ccc(-n2nc3c(c2NC(=O)c2ccco2)CS(=O)C3)cc1 (stereo not given)
  -0.9, 3.5, 0.5, 1.1, -1, 3.2, -1, -1.1, 2, -0.1, -1
- COc1cccc(-c2nc(CSCC(=O)N3CCc4ccccc43)c(C)o2)c1
  -0.9, 4.0, 0.1, 2.6, 3, -0.2, 2, 2.8, -6, 0.4, -6
- O=C(NCc1ccc(OC(F)(F)F)cc1)c1cccc2c1C(=O)c1ccc(N3CCCCC3)cc1S2(=O)=O
  -0.7, 0.9, 0.3, 1.5, 0, 2.3, 15, 0.0, 2, 0.2, 1
- Cc1ccc(NC(=O)COC(=O)COc2ccc(Cl)cc2C)c([N+](=O)[O-])c1
  -1.2, 1.1, 0.5, -0.3, -3, 3.0, 15, -0.3, 0, -0.4, 3
- CCCCCc1cc(=O)c2ccccc2o1
  -1.7, -1.0, 0.3, 1.8, 0, -0.8, 2, 0.9, 0, -0.2, 0
- COc1ccc2[nH]c3c(=O)n(CCCCC(=O)N4CCCC4)c(=S)[nH]c3c2c1
  -1.3, -0.1, 0.0, -2.2, -2, -0.4, -2, -2.0, 12, 0.1, 9
- CC(C)(C)C1CCC(=NNC(=O)CN(c2ccccc2)S(C)(=O)=O)CC1 (stereo not given)
  -1.5, -2.3, -0.6, 0.2, -1, -1.9, -5, 1.8, 2, 0.1, 3
- COc1ccc(-c2nc(C(N)=O)c3[nH]c(=O)n(-c4cccc(Cl)c4)c3n2)cc1OC
  -0.5, -0.3, -0.9, -1.1, 0, -1.9, -2, -1.3, -18, -2.5, -21
- O=C(O)c1ccc(Nc2ccc(F)c(F)c2)c([N+](=O)[O-])c1
  -0.7, 0.6, -0.5, 2.5, -3, -2.1, 5, -0.5, 1, 0.2, 5
- CCCC(=O)Nc1cc(-c2nn(C)c(=O)c3ccccc23)ccc1N1CCOCC1
  -1.6, -2.6, -0.7, 1.6, 1, -4.8, 3, 4.1, 0, 0.0, -1
- COc1ccc(-n2c3c(c(=O)[nH]c2=O)C(NC(C)=O)(C(F)(F)F)C(=O)N3)cc1 (stereo not given)
  -2.0, -1.3, 0.4, -0.7, -2, -1.5, 5, 0.8, 1, 0.4, 1
- Cc1cc(C)cc(-n2ncc3c2CCCC3NC(=O)C2CCC2)c1 (stereo not given)
  -1.2, -0.3, -0.8, 0.0, -1, -3.3, -2, 0.2, -1, 0.3, -3
- Cc1ccc(-c2csc(N(CCc3ccccc3)C(=O)COc3ccccc3)n2)cc1
  -0.9, -0.9, -0.6, 0.6, -4, 1.9, 3, 1.9, -3, -0.2, -3
- CC1CCCN(c2nc(NCc3ccco3)nc(N)c2[N+](=O)[O-])C1 (stereo not given)
  -2.0, -4.0, -2.1, -1.2, -7, -3.2, -36, 5.2, 1, -0.2, 1
- Cn1cccc1C(=O)C(=O)Nc1cccc(Cl)c1Cl
  0.1, 6.6*, 1.4, 1.4, 4, 5.8, 1, 5.8, 5, -0.4, 0
- CCOC(=O)Cc1csc(NC(=O)c2ccc(C)o2)n1
  -1.6, -0.7, -0.3, 1.1, 1, 2.1, 2, -0.9, -2, -0.7, 2
- CC(C)c1ccc(CNc2ccc(N3CCOCC3)cc2)cc1
  -1.0, -1.7, -0.8, 1.2, -1, 0.7, 5, -1.5, 10, -2.0, -5
- Cn1ncc(N=Cc2ccccc2)c1C(=O)Nc1cccc(Cl)c1
  -1.2, -1.1, 1.0, 0.9, -6, -2.8, 0, 0.9, -10, -0.2, 3
- Cc1ccc(NC(=O)CSC2=Nc3ccccc3C3CC=NN23)c(C)c1 (stereo not given)
  -1.3, 2.7, 0.0, -0.1, -2, -2.6, -3, 1.1, 2, -0.7, 1
- CC(=O)C1=C(C)NC(=O)NC1c1ccc(OC2CCCC2)cc1 (stereo not given)
  -1.1, 0.3, 0.8, -0.6, -3, -1.1, 12, 1.3, -5, -0.2, -1
- COC(=O)Cc1ccc(O)c(N)c1
  -1.5, -0.7, -0.2, 0.2, -1, -4.1, 3, -1.1, -1, -0.2, 3
- O=C(NC1CCN(Cc2ccccc2)CC1)C1CCN(S(=O)(=O)c2cccc3cccnc23)CC1
  -1.9, -2.5, -3.0, -4.6, -1, -3.5, -10, -1.7, -1, -0.1, -3
- CCSc1nnc(Cc2cc(=O)[nH]c(=O)[nH]2)n1-c1cccc(C)c1
  -1.9, -1.1, 0.3, 0.7, -4, 0.6, -8, -0.7, 6, 0.0, -4
- Cc1nc(NC(C)C)c2cnn(CCc3ccccc3)c2n1
  -0.7, -0.1, 0.2, 1.3, 0, 6.2, -2, 3.8, 0, 0.1, -1
- Cc1ccccc1NS(=O)(=O)c1ccc2c(c1)CCC(=O)N2
  -1.0, 0.1, 0.1, ·, -6, -1.7, 1, 0.7, -12, 0.7, -8
- O=C(NCCCNC(=O)c1ccccn1)c1ccccn1
  -1.1, 0.1, 0.5, 0.6, -1, -0.2, 1, -2.1, 2, 0.2, -6
